Assay outcomes deposited in PubChem BioAssay by National Center for Advancing Translational Sciences (NCATS).
3T3 cytotox – cytotoxic compounds in NIH 3T3 cells; NIH 3T3 viability, CellTiter-Glo ATP luminescence, 48-72 h; hit rate 4.3% among 94,000; AID 1345082; Potency, µM (top dose mostly 96.7 µM), for the others: at the top dose activity change, negative = cytotoxicity, hits mostly inhibitors; also: potency is read from the fitted curve at half-maximal effect; nearly all actives have a fitted effect of over 55% in size
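Luminescent ATP readout (CellTiter-Glo, 10 min RT) after 48 or 72 hr compound exposure of NIH 3T3 cells seeded at 400 cells/well in 1536-well format; quantitative HTS.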
FLuc inh – inhibitors of firefly (Photinus pyralis) luciferase; P08659; purified P. pyralis luciferase, luminescence, biochemical; Potency, µM (doses to about 115 µM), for the others: at the highest dose activity change, negative = inhibition, hits mostly inhibitors; hit rate 2.5% among 76,000; AID 1347043; also: potency is read from the fitted curve at half-maximal effect; nearly all actives have a fitted effect of over 65% in size
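Purified 10nM P. pyralis luciferase with 10uM D-luciferin and 10uM ATP in 50mM Tris acetate pH 7.5, 10mM Mg acetate, 0.01% Tween-20, 0.05% BSA. qHTS titration; luminescence read by CCD imager.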
SNCA viab count – reduces viability of HEK-293 SNCA reporter cells; Potency, µM (series often up to 57.1 µM), for the others: top-dose activity change, negative = cytotoxicity, most hits filed as cytotoxic; hit rate 0.12% among 150,000; HEK-293-SNCA-luc viability, GF-AFC fluorescence, 24 h;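 also: potency is read from the fitted curve at half-maximal effect; 0% = DMSO-treated cells and -100% = medium-only wells without cells; nearly all actives have a fitted effect of over 30% in size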
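Cytotoxicity counterscreen: after 24 h compound treatment of genome-edited SNCA-luciferase HEK-293 cells, live-cell protease substrate GF-AFC read by fluorescence after 30 min; activity scaled between DMSO (0%) and medium-only (-100%), curves Hill-fitted.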
SNCA expr inh – reduces expression of the alpha-synuclein gene; HEK-293 SNCA-luciferase knock-in, luminescence, 24 h; Potency, µM (titrated, usually from 57.2 µM), for inactives: top-dose activity change, negative = inhibition, hits mostly inhibitors; hit rate 0.17% among 140,000; AID 1671194;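 also: potency is read from the fitted curve at half-maximal effect; plate controls were DMSO cells for no effect and cell-free wells for full effect; nearly all actives have a fitted effect of over 45% in size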
HEK293 tox – kills HEK 293 cells; HEK 293 viability, ATP luminescence (CellTiter-Glo), 48-72 h; Potency, µM (highest dose often 115 µM), for inactives: at the highest dose activity change, negative = cytotoxicity, actives largely listed as inhibitors; hit rate 6.6% among 94,000; also: potency is read from the fitted curve at half-maximal effect; nearly all actives have a fitted effect of over 60% in size
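ATP-coupled CellTiter-Glo luminescence served as viability read-out, recorded 10 min after reagent addition at room temperature. HEK 293 cells, 250 cells/well, had been incubated with pintool-transferred compound for 48 or 72 hr at 37 degree Celsius.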
GPT2 inh – GPT2 alanine aminotransferase inhibition. Q8TD30. Recombinant GPT2, coupled pyruvate oxidase/HRP Amplex Red fluorescence. Potency, µM (series often up to 57.7 µM), for inactives: top-dose activity change, negative = inhibition, hits mostly inhibitors. hit rate 0.25% among 100,000. AID 1671188; also: potency is read from the fitted curve at half-maximal effect; nearly all actives have a fitted effect of over 60% in size; many of its hits are not listed in these tables
Target sequence (Q8TD30 whole entry, looked up): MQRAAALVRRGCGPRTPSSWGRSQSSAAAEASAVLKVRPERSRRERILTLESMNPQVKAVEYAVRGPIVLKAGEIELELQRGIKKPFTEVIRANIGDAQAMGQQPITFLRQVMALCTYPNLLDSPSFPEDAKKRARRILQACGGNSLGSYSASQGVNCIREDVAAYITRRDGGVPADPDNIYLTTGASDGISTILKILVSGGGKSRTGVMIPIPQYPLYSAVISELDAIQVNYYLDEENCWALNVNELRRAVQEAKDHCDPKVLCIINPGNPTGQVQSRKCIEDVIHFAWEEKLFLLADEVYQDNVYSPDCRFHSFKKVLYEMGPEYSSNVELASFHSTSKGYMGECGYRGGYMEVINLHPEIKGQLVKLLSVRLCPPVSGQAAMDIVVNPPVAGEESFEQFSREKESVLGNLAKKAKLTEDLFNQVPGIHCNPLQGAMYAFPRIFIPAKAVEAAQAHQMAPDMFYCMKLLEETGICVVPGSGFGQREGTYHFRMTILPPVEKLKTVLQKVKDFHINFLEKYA
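Inhibition is scored from Amplex Red fluorescence generated when pyruvate oxidase and HRP act on pyruvate released by GPT2. Reactions contain 10ng/uL enzyme, 250uM a-KG and 2mM L-alanine and run 30 min at room temperature.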
IP6K1 inh – IP6K1 kinase inhibition; Q92551; IP6K1 kinase, ADP-Glo luminescence, 2 h; stronger effect = lower value; activity change, % (series mostly up to about 58 µM); hit rate 0.81% among 140,000; AID 1645851; in the data active = activity change below about -25%
Target sequence (Q92551 whole entry, looked up): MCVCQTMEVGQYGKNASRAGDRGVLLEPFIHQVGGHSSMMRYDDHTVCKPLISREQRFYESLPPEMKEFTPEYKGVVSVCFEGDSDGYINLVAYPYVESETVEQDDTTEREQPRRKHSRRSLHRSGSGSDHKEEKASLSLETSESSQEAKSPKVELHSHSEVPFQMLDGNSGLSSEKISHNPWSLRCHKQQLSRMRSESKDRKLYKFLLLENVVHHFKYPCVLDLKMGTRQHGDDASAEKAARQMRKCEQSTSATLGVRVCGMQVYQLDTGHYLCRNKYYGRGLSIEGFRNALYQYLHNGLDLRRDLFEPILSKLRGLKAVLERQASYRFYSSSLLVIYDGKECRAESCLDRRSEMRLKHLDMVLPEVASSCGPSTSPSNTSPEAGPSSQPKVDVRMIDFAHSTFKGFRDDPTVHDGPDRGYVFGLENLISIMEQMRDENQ
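ADP-Glo luminescence measures ADP made by human IP6K1 during a 2 h RT reaction with ATP/IP6 (mix at 1.3 mM/130 uM); top library doses 57.5 and 19.1 uM final.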
Starred values were filed as active, the others as inactive; i = inactive; u = inconclusive; x = no result given; [ ] = dose if it differs, or a comment. Unless noted, calls follow the shape of the dose curve; as a rule, active = well fitted curve in the direction sought with a large enough effect; inconclusive = small, poorly fitted or top-dose-only effect, or another doubt; inactive = no such curve, though single readings can be large; an effect the other way counts as inactive or inconclusive. Unless noted, % is scaled to controls: 0 for no effect and ±100 for the full control effect.

SMILES	3T3 cytotox	FLuc inh	SNCA viab count	SNCA expr inh	HEK293 tox	GPT2 inh	IP6K1 inh
CCn1nccc1C(=O)N1C[C@@H](Oc2ccccc2)C[C@H]1C(=O)N1CCCC1	-21%	-5%	-3%	-1%	-18%	i	24
COc1ccccc1C1C(C#N)=C(N)Oc2n[nH]c(C)c21 (stereo not drawn)	-8%	-2%	0%	9%	-6%	u	-10
COC[C@@H]1CN(Cc2cccc(OC)n2)C[C@H]1C(=O)N(C)C	0%	1%	-7%	1%	0%	i	11
CN(C)C(=O)c1nc(C(C)(C)C)c2ccccn12	i	x	5%[87.6 µM]	-16%[87.6 µM]	i	3%[88.5 µM]	-7
O=C(c1cccs1)N1CCc2nn(Cc3ccccc3)c(=O)n2CC1	-20%	x	-5%	34%[activator]	-18%	-25%	3
CCOC(=O)c1c(C)c(-c2ccccc2)n(CC(=O)NCCc2cccc(C)c2)c1C	x	x	1%	2%	x	x	1
Cc1c(Cl)cccc1NC(=O)Cn1c(=O)n(Cc2ccco2)c(=O)c2oc3ccccc3c21	x	x	-7%	-8%	x	x	1
COc1cccc2c1OCC(CNC(=O)CN1CCCCCC1=O)C2 (stereo not drawn)	i	10%	6%	39%[activator]	4%	1%	-7
CC(C)c1ccc(C2CC(=O)N3CN(C4CCCCC4)CSC3=C2C#N)cc1 (stereo not drawn)	x	x	-2%	-4%	x	x	1
Cc1ccc(S(=O)(=O)N(C)CC2CCOC2)cc1C (stereo not drawn)	-5%	-9%	-1%	-20%	-3%	4%	17
O=C(COc1ccccc1)NC1CC(=O)N(c2ccc3c(c2)OCCO3)C1 (stereo not drawn)	x	x	5%	30%[activator]	x	x	-11
O=C(Nc1cccc(-c2ccc(N3CCOCC3)nn2)c1)Nc1cccc(C(F)(F)F)c1	u	1.8µM*	u	-42%	28µM*	u	-1
COc1ccc(NC(=O)c2cn(-c3ccccc3)nc2-c2ccc(C)cc2)cc1	x	x	-6%	10%	x	x	-1
CCCCOc1ccc(C(=O)Nc2cccc(-c3nc4ccccc4o3)c2C)cc1	x	x	u	-5%	x	x	15
Cc1ccc(NC(=O)CCC(=O)N2CCSc3ccccc32)cc1Cl	x	x	2%	-20%	x	x	-3
CC(C)(C)CC(=O)Nc1ccc([C@H]2OCC(=O)N(Cc3ccc(F)cc3)[C@@H]2CO)cc1	u	0%[172 µM]	1%[87.6 µM]	-24%[87.6 µM]	u	2%[88.5 µM]	-3
O=C(c1ccc(F)cc1)N1CCC(C(=O)N2CCC(c3ccccc3)CC2)CC1	u	x	1%	-6%	u	i	8
COc1ccc(CC(=O)N2Cc3ccccc3CC23CCCN(C(=O)CN)C3)cc1 (stereo not drawn)	0%	x	-10%	-7%	-8%	u	-7
CCCNC(=O)C1CCC(Cn2c(=O)c3sccc3n(CC(=O)N3CCC(C)CC3)c2=O)CC1 (stereo not drawn)	x	x	-13%	15%	x	x	3
COc1ccc(NC(=O)C2CCCN(S(=O)(=O)c3ccc4[nH]c(=O)ccc4c3)C2)cc1OC (stereo not drawn)	x	x	6%	19%	x	x	27
CCCNC(=O)c1ccc(S(=O)(=O)NCCN2CCNC2=O)cc1	-14%	-8%	-14%	2%	-14%	1%	12
Cc1ccc(S(=O)(=O)N(CC(=O)Nc2cccnc2)c2cc(Cl)ccc2C)cc1	x	x	-17%	-23%	x	x	9
COc1ccccc1CCC(=O)N1CCC2(CC1)N=C(c1cccc(Br)c1)NO2	u	0%	-21%	u	u	4%	-6
O=C1c2cc(N3CCOCC3)nc(-c3cccc(CO)c3)c2CN1Cc1ccccc1	-80%[138 µM]	10%[172 µM]	-13%[87.6 µM]	-9%[87.6 µM]	79µM*	0%[88.5 µM]	3
O=C(CN1CCC2(CC1)NC(=O)CC2C(=O)O)NCc1ccco1 (stereo not drawn)	i	3%	1%	37%[activator]	-1%	-14%	0

Shown as labelled records: part of the list above
COc1ccc(CC(=O)N2Cc3ccccc3CC23CCCN(C(=O)CN)C3)cc1 (stereo not drawn)
- 3T3 cytotox: 0%
- FLuc inh: x
- SNCA viab count: -10%
- SNCA expr inh: -7%
- HEK293 tox: -8%
- GPT2 inh: u
- IP6K1 inh: -7

O=C1c2cc(N3CCOCC3)nc(-c3cccc(CO)c3)c2CN1Cc1ccccc1
- 3T3 cytotox: -80%[138 µM]
- FLuc inh: 10%[172 µM]
- SNCA viab count: -13%[87.6 µM]
- SNCA expr inh: -9%[87.6 µM]
- HEK293 tox: 79µM*
- GPT2 inh: 0%[88.5 µM]
- IP6K1 inh: 3

CCCNC(=O)C1CCC(Cn2c(=O)c3sccc3n(CC(=O)N3CCC(C)CC3)c2=O)CC1 (stereo not drawn)
- 3T3 cytotox: x
- FLuc inh: x
- SNCA viab count: -13%
- SNCA expr inh: 15%
- HEK293 tox: x
- GPT2 inh: x
- IP6K1 inh: 3

CCCCOc1ccc(C(=O)Nc2cccc(-c3nc4ccccc4o3)c2C)cc1
- 3T3 cytotox: x
- FLuc inh: x
- SNCA viab count: u
- SNCA expr inh: -5%
- HEK293 tox: x
- GPT2 inh: x
- IP6K1 inh: 15

Later entries
SMILES	3T3 cytotox	FLuc inh	SNCA viab count	SNCA expr inh	HEK293 tox	GPT2 inh	IP6K1 inh
CC1CCCN1C(=O)c1cn2cc(-c3cccc(Cl)c3)n(CC3CC3)c(=O)c2n1 (stereo not drawn)	25µM*	-12%	-19%	u	u	2%	4
Cn1ncc2c(C(=O)NCC(F)F)cc(-c3cccc(F)c3)nc21	u	x	x	x	56µM*	x	7
O=C(c1ccccc1)n1nc(-c2ccco2)nc1NCc1ccccc1Cl	x	x	5%	68%[activator]	x	x	-31*
COc1cccc(C(=O)c2cn(CC(=O)Nc3cccc(Cl)c3C)c3nc(C)ccc3c2=O)c1	x	x	3%	19%	x	x	28
O=C1CCN(C(=O)C2CCC2)CCCC(C(=O)N2CCN(c3ccccn3)CC2)CCN1 (stereo not drawn)	-21%	6%	3%	21%	-11%	i	3
COc1ccc(CCNC(=O)c2ccc(Cn3c(=O)c4ccccc4n(Cc4ccc(C)cc4)c3=O)cc2)cc1OC	x	x	6%	4%	x	x	0
Cc1nn(-c2cccc(Br)c2)c(C)c1[C@@H]1C=C[C@@H](NC(=O)CCCC(=O)O)C1	i	-8%	1%	-4%	i	-26%	-6
O=C(CCC1CCCC1)N1CCC(c2nc(C3CCOCC3)no2)C1 (stereo not drawn)	-26%	-4%	-9%	-1%	u	2%	2
Cc1ccccc1C(=O)NC1CCN(c2ccc3nnc(C4CC4)n3n2)CC1	u	x	x	x	-18%	x	-2
O=C(c1cccc(Cl)c1)N1CCN(C2CCN(CCc3ccccc3)C2=O)CC1 (stereo not drawn)	-16%	6%	13%	14%	-30%	-13%	24
COc1ccc(CN2CCCC(CO)(CC3CC3)C2)c(F)c1 (stereo not drawn)	-28%	-3%	-5%	15%	u	i	3
COc1ccc(CN2CCC[C@H]2c2nc(-c3ccc(N(C)C)nc3)no2)c(O)c1	-6%[174 µM]	-27%[172 µM]	4%[87.6 µM]	16%[87.6 µM]	-5%[172 µM]	i	5
CCOC(=O)[C@@H]1[C@@H](OC(N)=O)C(=O)N(C(C)C)C12CCN(C(=O)Cc1ccc(OC)cc1)CC2	u	x	x	x	-4%	x	4
COC(=O)c1cc(NC(=O)Cn2ncc3c2-c2ccccc2OC3)cc(C(=O)OC)c1	x	x	1%	2%	x	x	17
Cc1ccccc1OC(=O)c1snnc1C	x	x	3%	u	x	x	-6
Fc1cccc(-c2ncc[nH]2)c1	-21%[230 µM]	x	-6%[87.6 µM]	-3%[87.6 µM]	-6%[287 µM]	i	-6
O=C(c1cncc(Br)c1)N1CCC(OCC2CC2)C1 (stereo not drawn)	i	0%	1%	-1%	14%	i	15
CCCNC(=O)CCC(=O)N1Cc2ccccc2Oc2ncccc21	x	x	16%	12%	x	x	5
COc1ccc(C(=O)NCCn2cc(SCc3c(F)cccc3Cl)c3ccccc32)cc1	x	x	u	17%	x	x	10
Cn1ncc2c(C(=O)N3CCC(c4ccccc4)CC3)cc(-c3ccc(F)cc3)nc21	40µM*	x	x	x	u	x	4
CCOc1ccc(C(=O)NC2CC(=O)N(c3ccc(C)cc3)C2)cc1OCC (stereo not drawn)	x	x	0%	38%[activator]	x	x	11
COc1cccc2c1Oc1ncccc1N(C(=O)CCC(=O)NCc1ccc(N(C)C)cc1)C2	x	x	8%	u	x	x	-7
CCC(=O)NC1CCN(c2ccnc3ccnn23)C1 (stereo not drawn)	-24%[138 µM]	x	13%[87.6 µM]	-31%[87.6 µM]	-11%[172 µM]	i	16
COc1cccc(-c2ccc(C(=O)N3CCC(N[S+](=O)([O-])c4ccc(C)cc4)CC3)cc2)c1	u	x	-3%[12.5 µM]	-16%	11µM*	-11%	-12
CCOC(=O)c1c(NC(=O)Cc2coc3cc(C)ccc23)sc2c1CCCC2	x	x	-2%	14%	x	x	-6
CC[C@H]1CN(C(=O)c2ccnc(Cl)c2)CC[C@H]1CC(=O)N1CCOCC1	-9%[174 µM]	1%[172 µM]	1%[87.6 µM]	4%[87.6 µM]	-29%[172 µM]	-10%[88.5 µM]	11
CN(C)C[C@@H]1CN(Cc2ccccn2)C[C@H]1NC(=O)c1cc(F)cc(F)c1	-24%	3%	6%	-16%	u	1%	25

Pulled by compound from the list above (seven):
SMILES	3T3 cytotox	FLuc inh	SNCA viab count	SNCA expr inh	HEK293 tox	GPT2 inh	IP6K1 inh
COc1ccc(NC(=O)c2cn(-c3ccccc3)nc2-c2ccc(C)cc2)cc1	x	x	-6%	10%	x	x	-1
COc1cccc(C(=O)c2cn(CC(=O)Nc3cccc(Cl)c3C)c3nc(C)ccc3c2=O)c1	x	x	3%	19%	x	x	28
CCOC(=O)c1c(C)c(-c2ccccc2)n(CC(=O)NCCc2cccc(C)c2)c1C	x	x	1%	2%	x	x	1
CC1CCCN1C(=O)c1cn2cc(-c3cccc(Cl)c3)n(CC3CC3)c(=O)c2n1 (stereo not drawn)	25µM*	-12%	-19%	u	u	2%	4
CN(C)C(=O)c1nc(C(C)(C)C)c2ccccn12	i	x	5%[87.6 µM]	-16%[87.6 µM]	i	3%[88.5 µM]	-7
O=C(CCC1CCCC1)N1CCC(c2nc(C3CCOCC3)no2)C1 (stereo not drawn)	-26%	-4%	-9%	-1%	u	2%	2
COc1ccc(C(=O)NCCn2cc(SCc3c(F)cccc3Cl)c3ccccc32)cc1	x	x	u	17%	x	x	10

A portion of the library; count on the stated rates, not on these rows.
